# PMI act hi M6P: PMI (human) activation, high substrate. P34949. coupled PMI enzyme assay, resazurin fluorescence, 20 min; active compounds read high; 1 = untreated enzyme, 0 = substrate-free blank. activation factor at 20 µM. actives 0.34% (n = 190,000). AID 1216;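 active = activation factor of 2 or more at 20 µM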
# Target sequence (P34949 whole entry, looked up): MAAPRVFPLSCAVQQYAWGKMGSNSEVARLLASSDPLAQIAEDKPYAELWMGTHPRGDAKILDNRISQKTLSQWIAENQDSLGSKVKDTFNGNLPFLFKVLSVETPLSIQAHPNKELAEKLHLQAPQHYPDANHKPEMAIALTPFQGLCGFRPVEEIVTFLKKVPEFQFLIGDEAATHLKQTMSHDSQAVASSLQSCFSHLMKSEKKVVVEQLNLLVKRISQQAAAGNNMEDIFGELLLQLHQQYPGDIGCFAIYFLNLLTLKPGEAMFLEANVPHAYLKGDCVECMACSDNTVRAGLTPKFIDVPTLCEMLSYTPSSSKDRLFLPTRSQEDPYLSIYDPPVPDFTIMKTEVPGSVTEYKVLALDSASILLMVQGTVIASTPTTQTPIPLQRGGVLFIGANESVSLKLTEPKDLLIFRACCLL
#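 Test system: human PMI in coupled enzyme assay; Input: PMI at 15 ng/mL final; Medium: HEPES buffer, pH 7.4; Schedule: 20 min incubation at room temperature; Technique: resorufin fluorescence at Ex 544/Em 590 nm; Compound: 20 µM single dose; Probe or stimulus: Near-saturating mannose-6-phosphate, 1.0 mM.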
# TNAP inh no acc: inhibitors of human TNAP without phosphate acceptor; purified TNAP, CDP-star luminescence, 30 min; inhibition, % at 20 µM; P05186; actives 0.26% (n = 200,000); AID 1012;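 active = tissue-nonspecific alkaline phosphatase inhibition above about 50% at 20 µM in the single-dose screen, limit read from the data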;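 also: 0% = DMSO negative control and 100% = EDTA positive control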
# Target sequence (P05186 whole entry, looked up): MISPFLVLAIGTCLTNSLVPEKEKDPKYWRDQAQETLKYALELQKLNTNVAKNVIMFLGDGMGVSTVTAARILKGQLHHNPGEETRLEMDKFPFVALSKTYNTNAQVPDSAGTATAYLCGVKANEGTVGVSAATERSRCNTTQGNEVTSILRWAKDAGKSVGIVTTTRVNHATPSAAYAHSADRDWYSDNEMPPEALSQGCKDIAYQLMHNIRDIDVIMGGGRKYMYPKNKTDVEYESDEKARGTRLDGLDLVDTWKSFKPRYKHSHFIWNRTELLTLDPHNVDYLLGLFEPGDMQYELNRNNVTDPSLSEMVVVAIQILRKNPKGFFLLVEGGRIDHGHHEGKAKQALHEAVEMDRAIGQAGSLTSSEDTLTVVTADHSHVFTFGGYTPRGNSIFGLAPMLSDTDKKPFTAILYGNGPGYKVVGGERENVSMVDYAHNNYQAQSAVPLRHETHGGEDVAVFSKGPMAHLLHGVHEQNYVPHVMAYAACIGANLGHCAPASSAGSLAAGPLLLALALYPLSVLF
# Efa HMGR inh: inhibitors of class II HMG-CoA reductase from Enterococcus faecalis | purified E. faecalis HMGR, NADPH absorbance 340 nm kinetic | inhibition, % at 10 µM | actives 0.41% (n = 190,000);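 active = inhibition above a set limit, the median over all tested compounds plus 3 SD, cut at about 9.5% in these data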;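 also: enzyme runs in reverse so mevalonate oxidation gives rising NADPH absorbance; 0% = complete reaction with DMSO and 100% = background rate lacking mevalonate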
# Diaphorase act: counter-screen for diaphorase-based assays: diaphorase activators and chemical reducers; Diaphorase/resazurin coupled assay, resorufin fluorescence, 16 min; active compounds read high; 1 = vehicle wells, 0 = NADH-free wells; activation factor at 20 µM; actives 0.005% (n = 190,000); AID 1229;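 active = diaphorase activity raised at least twofold by the compound at 20 µM; inactive = activation factor below 2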
#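 Assay system: bacterial diaphorase enzyme (C. kluyveri) / Input: enzyme 0.07 U/mL final / Medium: 50 mM HEPES pH 7.4 with 4.542 mM MgCl2, 0.005% Tween 20 / Doses: single compound dose of 20 µM, 1% DMSO final / Incubation: 16 min enzyme reaction, ambient temperature / Signal: fluorescence, excitation 544 nm and emission 590 nm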
# PMI act: activators of human phosphomannose isomerase; P34949; AID 1214; activation factor at 20 µM; actives 0.005% (n = 190,000); purified human PMI, coupled resazurin fluorescence, 20 min; active compounds read high; 1 = vehicle control, 0 substrate-free wells;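 active = activation factor of 2 or more at 20 µM, relative to plate controls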
# G6PDH CS: inhibits Leuconostoc G6PDH, flagging false hits in G6PDH-based assays; Purified L. mesenteroides G6PDH, diaphorase/resazurin coupled fluorescence, 45 min; inhibition, % at 5 µM; AID 1020; actives 0.12% (n = 200,000); in the data active = inhibition above about 50%
# Diaph inh CS: diaphorase inhibition or chemical oxidation counter-screen. diaphorase resazurin-to-resorufin fluorescence, NADH, 16 min; bacterial (C. kluyveri) enzyme, not human. inhibition, % at 20 µM. actives 0.69% (n = 190,000). AID 1217;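 active = primary screen inhibition at 20 µM above a set limit, cut at about 50% in these data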;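 also: plate controls were DMSO with full reaction for no effect and wells lacking NADH for full effect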
#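 System: Diaphorase enzyme from Clostridium kluyveri | Amount: Enzyme working solution with 0.14 U/mL diaphorase | Benchmarks: No-NADH positive control and DMSO neutral control | Signal: Fluorescence of resorufin formed from resazurin, Ex 544/Em 590 nm | Schedule: 16-min room-temperature incubation before reading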
# TNAP act hi DEA: activators of human TNAP at high phosphate acceptor concentration | P05186 | purified TNAP, CDP-star luminescence, 1 M DEA, 30 min; active compounds read high; 0 = EDTA background, 1 = DMSO-only activity | activation factor at 20 µM | 200,000 tested, under 10 active | AID 1136;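 active = activation factor at least 2 at 20 µM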
#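 system = human TNAP | amount = enzyme diluted 1/800 final | reagent = 100 µM CDP-star substrate | signal = luminescent substrate turnover signal | dosing = one dose, 20 µM | benchmarks = EDTA negative control, DMSO positive control | measure = activation factor | timing = 30 min reaction, room temperature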
# FLuc stim CS: firefly luciferase counter-screen for stimulation assays; ATPlite luciferase biochemical, luminescence, 10 min; 0 = ATP-free wells, 1 = DMSO control; activation factor at 10 µM; 200,000 tested, under 10 active;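 active = luciferase activation factor, scaled between plate controls, of at least 2 with compound at 10 µM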
#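 Assay system: Luciferase/luciferin reagent mix; Medium: PBS as buffer for the ATP substrate; Dosing: test compounds dosed from 2 mM stocks in 100% DMSO; Times: 10 min, room temperature; Signal: luminescence from luciferase reaction; Read-out: luciferase activation; Controls: No-ATP low control, compound-free enzyme-plus-ATP high control.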
# TNAP inh hiacc: inhibitors of human TNAP at high phosphate acceptor concentration; actives 0.03% (n = 200,000); P05186; inhibition, % at 20 µM; purified TNAP, CDP-star luminescence, 1 M DEA;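 active = over 50% inhibition of tissue-nonspecific alkaline phosphatase at 20 µM in the single-dose screen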;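 also: plate controls were DMSO wells for no effect and EDTA-quenched wells as full inhibition for full effect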
# The depositor's hits bear a star; . = not tested or not shown. Random draw from the library; any-hit rate near 1.7%.
SMILES,PMI act hi M6P,TNAP inh no acc,Efa HMGR inh,Diaphorase act,PMI act,G6PDH CS,Diaph inh CS,TNAP act hi DEA,FLuc stim CS,TNAP inh hiacc
Cc1cc(NC(=O)COC(=O)C2CCN(C(=O)c3ccc(Cl)cc3)CC2)no1,0.9,-19,-5,0.9,0.9,1,10,1.1,1.1,-11
Cc1ccccc1NC(=O)C(=O)NCCCN1CCOCC1,1.2,-14,1,1,1.1,2,-1,1,1.1,-3
Cc1ccc(CN(c2ccc(C(=O)N3CCCC3)cc2)S(C)(=O)=O)cc1,1,-10,.,0.9,1,8,14,1.1,1,-7
CCN(CC(O)Cn1c2ccccc2c2ccccc21)S(=O)(=O)c1ccc(C)cc1 (configuration not stated),0.9,-17,1,0.6,0.8,3,35,1.1,1,-10
CC(C)c1ccc(CNC(=O)CSCC(=O)Nc2ccc3ccccc3c2)cc1,0.9,-10,-3,0.8,0.8,1,22,1.1,1,-9
Cc1csc(NC(=O)c2cc3c(s2)CCC3)n1,0.9,-9,0,0.8,0.8,10,17,1,0.2,-5
COc1ccc(N2CCN(CCNC(=O)CCCn3c(=O)[nH]c4cc(Cl)ccc4c3=O)CC2)cc1,0.9,0,-3,0.9,0.9,-21,7,1,1.1,1
CC(C)(C)n1nc2c(c1NC(=O)Cc1cccs1)CSC2,0.9,-17,-3,0.8,1,-3,16,1.1,1.1,-6
COc1cccc(-c2nnc(NC(=O)c3cccs3)s2)c1,1,-11,-8,1,1,1,2,1.1,0.7,-6
Cc1cc(C)n2cc(CSc3ncccc3C(=O)O)nc2n1,1.1,-10,2,0.9,1.1,6,6,1.1,1,-6
O=C(c1ccc(Br)o1)N1CCN(c2ccc(F)cc2)CC1,1,-11,2,0.9,1,-1,6,1,1,-2
N/C(=N\OC(=O)c1ccc2c(c1)OCO2)c1cccnc1,1.1,-10,-6,1,1,10,-1,1.1,0,-6
Cc1cc(NC(=O)C2C3C(=O)N(CCC(C)C)C(C(=O)NCc4ccccc4)C34C=CC2(C)O4)no1 (configuration not stated),0.9,1,-1,1,1,-8,5,1,1.1,-3
Cc1ccc2nc(SCC(=O)Nc3cccc([N+](=O)[O-])c3)[nH]c2c1,0.9,-8,0,0.9,0.9,5,12,1,1,0
COCCNC(=O)/C(C#N)=C/c1cccc(/C=C(\C#N)C(=O)NCCOC)c1,1.1,-15,-2,1,1.1,4,5,1,1.1,-4
Cc1ccc2nc(-c3cccnc3)c(Nc3ccccc3C)n2c1,1,-18,1,0.8,0.9,-3,17,1.1,1,-7
CCN(CC)c1ccc(NC(=O)c2ccco2)cc1,0.8,-11,-2,0.8,0.9,17,24,1.1,0.2,-7
OC(CNCC1CCCO1)Cn1c2ccccc2c2ccccc21 (configuration not stated),1,-20,-1,0.9,1,2,10,1.1,1.1,-8
Cc1cc(C)n2nc(SCC(=O)N(C)Cc3ccccc3)nc2n1,0.9,-11,2,0.9,0.9,-6,12,1.1,1.1,-6
NS(=O)(=O)c1ccc(Nc2nc(-c3cccc([N+](=O)[O-])c3)cs2)cc1,1.3,-8,-4,0.9,1.5,4,14,1.1,1.1,-5
S=C(NCc1ccco1)Nc1cc(Cl)c(Cl)cc1Cl,1,2,-5,0.9,0.9,1,13,1,1,1
Nc1ccccc1N=Cc1ccc(-c2cccc(Cl)c2)o1,1.1,-2,-5,1,1.2,-8,1,1,0.7,-1
COc1cc(CCNc2ccc3nnc(-c4ccccc4)n3n2)cc(OC)c1OC,0.9,0,-4,0.9,0.9,11,11,1,1,4
Cc1ccc2nc(Nc3nc(C)cc(C(F)(F)F)n3)nc(C)c2c1,1,-10,-5,0.9,0.9,1,14,1,1.1,-4
Cc1nc([N+](=O)[O-])c(Br)n1CC(=O)c1ccc(F)cc1,1.1,5,-5,1,1.1,4,4,1,1.1,4
O=C(Nc1ccccc1)N(O)c1ccc(Cl)cc1,0.8,11,-9,0.8,0.7,9,15,0.9,0.7,5
CS(=O)(=O)Nc1ccc(C(=O)Nc2ccccc2C(=O)N2CCCC2)cc1,0.9,-15,0,0.9,0.9,27,6,1,1,0
CC(C)(C)c1cc(-c2ccco2)c(C#N)c(SCC#N)n1,0.9,-10,-3,0.9,0.9,-29,8,1,1.1,-3
Cn1c(/C=N/n2cnnc2)nc2ccccc21,0.9,-3,-3,0.9,0.9,0,12,1,1.1,-1
O=C(COc1ccc(S(=O)(=O)N2CCCC2)cc1Cl)NCc1ccc2c(c1)OCO2,1,-4,-2,1,0.9,7,2,1.1,1,-6
CC(C)(C)c1cc2cccnc2n1Cc1cccc(F)c1,0.8,-4,-1,0.9,0.9,14,10,1,1,1
C=CCNC(=S)NNC(=O)CSc1nc2ccccc2s1,1.1,-40,-5,1,1.1,14,3,1,1.1,-3
CCCn1c(SCC(=O)Nc2ccc3c(c2)OCO3)nc2c1c(=O)n(C)c(=O)n2C,0.9,-4,-5,0.8,0.9,3,18,1,1,-1
CCCCn1c(=S)[nH]c2ccccc2c1=O,0.9,-13,-4,0.8,0.9,7,24,1,1,-1
COc1ccc(S(=O)(=O)NCCOc2ccccc2)cc1OC,0.9,-1,-2,0.9,0.9,20,8,1,1,0
COc1ccc(CNC(=S)Nc2ccc(F)c(Cl)c2)cc1,1,-5,-5,0.8,0.9,9,17,1.1,1.1,-7
CC1(C)CC(=O)C=C(NNC(=O)c2ccccc2O)C1,1.1,4,-3,1,1.1,8,1,1,0.1,-2
CCCc1cc(=O)oc2cc(OCC(=O)Nc3cc(C)on3)ccc12,1.2,-13,-8,1,1,2,-4,1,1,1
N#Cc1ccc(C(=O)Nc2cccc(NC(=O)c3ccco3)c2)c(F)c1,1,-1,-2,1,1,12,-3,1.1,1,-5
CCOC(=O)c1cccc2c1-c1ccccc1/C2=N/O,0.9,4,-1,0.8,0.9,2,16,1.1,1,-6

# Molecules shown so far that contain an aryl methoxy group:
SMILES,PMI act hi M6P,TNAP inh no acc,Efa HMGR inh,Diaphorase act,PMI act,G6PDH CS,Diaph inh CS,TNAP act hi DEA,FLuc stim CS,TNAP inh hiacc
COc1ccc(N2CCN(CCNC(=O)CCCn3c(=O)[nH]c4cc(Cl)ccc4c3=O)CC2)cc1,0.9,0,-3,0.9,0.9,-21,7,1,1.1,1
COc1cccc(-c2nnc(NC(=O)c3cccs3)s2)c1,1,-11,-8,1,1,1,2,1.1,0.7,-6
COc1cc(CCNc2ccc3nnc(-c4ccccc4)n3n2)cc(OC)c1OC,0.9,0,-4,0.9,0.9,11,11,1,1,4
COc1ccc(S(=O)(=O)NCCOc2ccccc2)cc1OC,0.9,-1,-2,0.9,0.9,20,8,1,1,0
COc1ccc(CNC(=S)Nc2ccc(F)c(Cl)c2)cc1,1,-5,-5,0.8,0.9,9,17,1.1,1.1,-7

# (listing goes on)
SMILES,PMI act hi M6P,TNAP inh no acc,Efa HMGR inh,Diaphorase act,PMI act,G6PDH CS,Diaph inh CS,TNAP act hi DEA,FLuc stim CS,TNAP inh hiacc
O=C(O)C1CCCN1c1ncnc2ccccc12 (configuration not stated),1,-12,3,0.9,0.9,10,8,1,1,-1
COc1cccc(C(=O)NCC2CCN(c3ccc(S(=O)(=O)N4CCOCC4)cc3)CC2)c1,0.9,-12,1,0.8,0.9,13,20,1.1,1,-6
COc1ccc(C)cc1S(=O)(=O)Nc1cccnc1,0.9,85*,-1,1,1,3,1,0.4,1,64*
Cc1ccccc1Nc1nc(N)nc(CSc2nnc3ccccn23)n1,0.9,-10,-1,0.8,1,1,16,1,1.1,-3
O=C(COc1ncnc2ccc(Br)cc12)N1CCOCC1,0.9,-1,-4,0.9,0.9,2,6,1,1,1
COCCN(CC(=O)NCc1ccc(F)cc1)C(=O)CCC(=O)Nc1nccs1,0.9,-8,-1,0.9,0.9,15,7,1,1,-1
C=C(C)CN1CCN(c2ccc(N3C(=O)CCCC3=O)cc2[N+](=O)[O-])CC1,1,4,-3,0.9,1,6,7,1,1,4
COc1cc(/C=C/c2sc3ccccc3[n+]2CCCS(=O)(=O)[O-])ccc1O,0.6,55*,-4,0.9,0.9,10,8,0.4,0.7,57*
Cc1c(NS(=O)(=O)c2ccc3c(c2)n(C)c(=O)n3C)c(=O)n(-c2ccccc2)n1C,1.2,-4,1,1,1.1,8,4,1,1.2,-4
COc1cc(Br)cc2cc(C(=O)N3CCN(C(=O)c4ccco4)CC3)c(=O)oc12,1,-9,-6,1.1,0.9,-1,-7,1,1,-4
CC(OC(=O)c1cc(S(=O)(=O)Nc2ccc(F)cc2)ccc1Cl)C(=O)Nc1ccc2c(c1)OCCO2 (configuration not stated),0.8,-17,-8,0.8,0.9,-20,16,1,1.1,0
O=C(Nc1cccc(C(F)(F)F)c1)N1CCC(c2nc(-c3ccc(F)cc3)no2)CC1,0.9,-14,-3,0.8,0.8,-20,18,1,1.1,2
CCOc1ccc2nc(SCC(=O)NCc3ccc(OC)c(OC)c3)[nH]c2c1,0.8,-16,-9,0.9,1,1,11,1,1,1
COc1cc(C(=O)OCC(=O)N(C)C)cc(NC(=O)c2ccco2)c1OC,1,-3,-3,1,0.9,10,-1,1,1,-1
CC(/C=C/c1ccccc1)=N\Nc1ccccc1[N+](=O)[O-],1,10,-3,0.8,1,-1,16,0.9,1,14
Cc1nc(N)nc2c1CCCC2,1,-16,-2,0.9,1,-4,13,1.1,1.1,-10
CC1=Nc2ccccc2N=C(NC(=O)c2ccccc2)C1c1ccc(Cl)cc1 (configuration not stated),0.9,-3,-3,0.8,0.8,8,23,1,1,-3
Cc1occc1-c1nnc(SCc2nc3ccccc3c(=O)n2CC#N)n1C,0.6,-13,-2,0.6,0.9,-9,39,1,1.1,-4
COc1ccc(-c2nnc(CSc3ncnc4sc5c(c34)CCC5)o2)cc1OC,0.9,-1,.,0.8,0.8,3,21,1,1,4
COc1ccc(OC)c(CCNC(=O)CSc2ccsc2[N+](=O)[O-])c1,1,-9,-6,0.9,1,1,10,1,1.1,-2
CCCCN(CC)C(=O)CSc1nc2c(sc(=S)n2-c2ccc(OCC)cc2)c(=O)[nH]1,1.1,-10,3,0.3,1.1,3,72*,1,1.1,-2
